Source: PubChem (Southern Research Specialized Biocontainment Screening Center)
inhibitors of VEEV = inhibitors of VEEV TC-83 cytopathic effect, confirmation, Vero cells (AID 588727); one-dose inhibition, % at 20 µM; IC50 in µM for titrated hits; 0.13% of 350,000 active; Vero cells, VEEV TC-83 cytopathic effect inhibition; higher % means a stronger effect; in the data active means a potency from the dose series; inconclusive means inhibition mostly from about 14% at the one dose, without a potency; inactive means the rest, 99 in 100 with inhibition below about 12%; further: strong numbers were not always called active
Salmonella PhoP GFP = Inhibition of PhoP regulon, Salmonella typhi GFP reporter cells, confirmation, 4 h (AID 1850) | Salmonella Typhi PhoP-promoter GFP reporter, fluorescence, 4 h; higher % means a stronger effect | 0.33% of 310,000 active | one-dose inhibition, % at 50 µM; IC50 in µM for titrated hits; in the data active means a potency from the dose series; inconclusive means inhibition mostly from about 25% at the one dose, without a potency; inactive means the rest, 99 in 100 with inhibition below about 19%;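 further: 0% = induced wells with vehicle and 100% = uninduced wells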
H1N1 NS1A inhibition = H1N1 influenza NS1A inhibitors, functional cell based assay (AID 504329); 0.3% of 340,000 active; one-dose inhibition, % at 12.5 µM; IC50 in µM for titrated hits; NS1A functional cell-based assay, percent inhibition; higher % means a stronger effect; in the data active means a potency from the dose series; inconclusive means inhibition above about 27% without an active follow-up result; further: strong numbers were not always called active
tuberculosis growth = growth inhibition of non-replicating M. tuberculosis (AID 488890) | inhibition, % at 25 µM, or IC50 in µM where a hit was titrated | Mycobacterium tuberculosis non-replicating, growth inhibition; higher % means a stronger effect | 0.39% of 320,000 active; in the data active means a potency from the dose series; inconclusive means inhibition mostly from about 82% at the one dose, without a potency; inactive means the rest, 99 in 100 with inhibition below about 76%;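 further: plate controls were DMSO cells for no effect and high antibiotic wells for full effect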
M. tuberculosis HTS = M. tuberculosis growth inhibition, HTS (AID 449762). M. tuberculosis H37Rv growth inhibition, 7H9 media; higher % means a stronger effect. inhibition, % at 25 µM; hits with a dose series show IC50 in µM. 0.59% of 330,000 active; in the data active means a potency from the dose series; inconclusive means inhibition above about 70% without an active follow-up result;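 further: bacterial growth assessed after seven days of incubation; strong numbers were not always called active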
inhibitors of VEEV 10K pilot screen = further read-out of inhibitors of VEEV, marked with its call; inhibition, %; measured here: 10K pilot screen inhibition
Starred values were filed as active, the others as inactive; i = inactive; ? = inconclusive; · = not tested or not shown; & = joins results of further samples.

SMILES | inhibitors of VEEV | Salmonella PhoP GFP | H1N1 NS1A inhibition | tuberculosis growth | M. tuberculosis HTS | others
COc1cc(CNC2CCCCCC2)cc(OC)c1O | 1.0% | -4% | 8% | -7% | 4%
Cc1cc(=O)oc2cc(NC(=O)Cc3ccccc3)ccc12 | 0.4% | 1% | -4% | 0% | -3%
Cc1ccc(OCc2nc3ccccc3[nH]2)cc1 | 0.3% | 9% | -9% | 36% | 6%
CCCOc1ccc(C(CC(=O)O)NC(=O)c2cccs2)cc1 (stereo not given) | 0.1% | -1% | -11% | 5% | 6%
O=C(OC(C(=O)Nc1cccc(C(F)(F)F)c1)c1ccccc1)C1CCCCC1 (stereo not given) | 4.1% | -16% | 4% | 5% | -4%
Cc1ccccc1OCC(=O)N/N=C/c1cccc(Oc2ccc([N+](=O)[O-])cc2[N+](=O)[O-])c1 | i | 1% | -4% | 72% | 38% | inhibitors of VEEV 10K pilot screen=2.8
CC(=O)Nc1cccc2ncccc12 | 0.6% | -3% | -3% | -5% | -3%
C/C(CC(=O)Nc1ccccc1[N+](=O)[O-])=N\NC(=O)COc1ccccc1C | 1.6% | 1% | 2% | 0% | -4%
C/C(=N\Nc1ccc(S(N)(=O)=O)cc1[N+](=O)[O-])c1ccc2c(c1)OCO2 | 2.4% | · | 4% | · | ·
C/C(CC1(O)/C(=N/O)CCc2nonc21)=N\O (stereo not given) | 3.6% | 9% | 9% | 0% | 2%
NC(=O)c1c(NC(=O)CSc2nc(N)cc(=O)[nH]2)sc2c1CCCC2 | 2.2% | 27% | -6% | 40% | 0%
CCCCC(CC)C(=O)Nc1cc([N+](=O)[O-])ccc1F (stereo not given) | i | -13% | 1% | 8% | 7% | inhibitors of VEEV 10K pilot screen=0.3
COc1cc(NC(=O)CSc2nnc3c(C)cc4c(C)ccc(C)c4n23)c(C(=O)O)cc1OC | 0.9% | 14% | -5% | -19% | -8%
O=C(/C(C=Nc1cccc(C(F)(F)F)c1)=C(/O)c1ccco1)C(F)(F)F | 1.1% | 5% | -3% | 15% | -5%
CC(=O)Nc1ccc(-c2csc(NC(=O)Cc3ccccc3F)n2)cc1 | 6.8% | 2% | -8% | 28% | 12%
Cc1c(/C=N/NC(=O)c2cc(Br)ccc2O)c(=O)n(C)c(=O)n1C | 0.9% | -4% | 11% | -3% | 0%
c1ccc2nc3[nH]cnc3nc2c1 | i | -3% | 2% | -10% | 7%
COC(=O)Cn1cnc2c1c(=O)n(C)c(=O)n2C | i | -14% | -13% | -11% | -2%
CCN1CCN(C(=O)c2ccc(CN(c3ccccc3)S(=O)(=O)c3ccccc3)cc2)CC1 | i | 2% | 3% | 21% | 5%
Cc1nn(-c2ccccc2)c(Cl)c1C1C(C#N)=C(N)OC2=C1C(=O)CCC2 (stereo not given) | 2.9% | -16% | 8% | 17% | 4%
FC(F)(F)c1cccc(Oc2nc(-c3ccccc3)nnc2C(F)(F)F)c1 | i | -19% | -2% | 14% | 1%
CS(=O)(=O)N(CC(=O)N1CCN(c2ccccc2F)CC1)C1CCCCC1 | i | 5% | 2% | -1% | 0%
CN(C)C(Cc1ccccc1)C(=O)c1ccccc1 (stereo not given) | i | -7% | 6% | 21% | 0%
O=C(OCCCN=C1NS(=O)(=O)c2ccccc21)c1ccccc1 | 4.7% | -15% | -14% | -18% | -15%
COc1cc(/C=C2\SC(N)=NC2=O)cc(OC)c1 | 0.6% | -2% | -6% | -9% | -1%
CC1=C(C(=O)OCc2cc(C)on2)N2C(=O)[C@@H](NC(=O)OCc3cc(C)on3)[C@H]2SC1 | 0.5% | · | -2% | 18% | -7%
CCN(CC)S(=O)(=O)c1cccc(-c2nnc(SCc3nc4ccccc4s3)o2)c1 | 6.6% | -2% | -6% | 67% | 1%
CC1CCCN(C(=O)CSc2nnc(-c3ccc(O)cc3)o2)C1 (stereo not given) | 0.4% | 4% | 7% | ? | ?
COc1ccc(Cc2nc3ccccc3n2CC(=O)N/N=C/c2ccc(C)cc2O)cc1OC | 1.3% | -7% | 1% | -10% | 12% | inhibitors of VEEV 10K pilot screen=1.8
Cc1ccc(C)c(NC(=O)C2Cc3ccccc3CN2C(=O)OCc2ccccc2)c1 (stereo not given) | 2.4% | -1% | -4% | 20% | 42%
O=C(N/N=C/c1c(O)n(-c2ccc(Cl)cn2)c(=O)c2ccccc12)C1CC1 | 2.0% | -6% | 0% | · | -8%
COc1cc(C(=O)NC(=S)Nc2ccccc2N2CCCC2)cc(OC)c1OC | 4.5% | -7% | 8% | 78% | ?
Cc1cc(C(=O)NN=C2C3CC4CC(C3)CC2C4)c2ccccc2n1 | 0.4% | 2% | 7% | -5% | -6%
CC(CC1C(C#N)=C(N)OC2=C1C(=O)CCC2)c1ccccc1 (stereo not given) | 0.6% | -66% | 9% | 6% | -4%
CCCCNC(=O)c1ccc2c(c1)N(CC)C(=O)CS2 | 0.7% | 2% | -12% | · | ·
Cc1csc(NC(=O)c2ccc(-c3ccc(Cl)cc3Cl)o2)n1 | 1.7% | -17% | -4% | -16% | 5%
CC(NC(=O)COc1ccc(N(C)S(=O)(=O)c2ccccc2)cc1)c1ccccc1 (stereo not given) | 2.0% | 16% | 2% | 5% | 3%
COc1ccc(N2CCN(CC(=O)NC(=O)NC(C)(C)C)CC2)cc1 | 1.8% | 3% | 0% | 91% | 10%
CCOc1ccc(C(=O)N2CCCC2C(=O)O)cc1 (stereo not given) | 5.2% | -1% | -4% | 6% | 6%
Cc1ccc(NC(=O)COC(=O)C2=COCCO2)c([N+](=O)[O-])c1 | 1.0% | -2% | -2% | 84% | ?
C=CCn1c(O)c(/C=C2\C=NN=C2c2ccccc2)sc1=S | 11% | -15% | -21% | 20% | 68%
COCCCN1Cc2cccc(C(=O)O)c2C1=O | 0.8% | -3% | 6% | 8% | 1%
Cc1ccc(S(=O)(=O)NCc2c(-c3ccccc3)noc2C)cc1 | i | -21% | -13% | 5% | 12%
COc1ccc(/C=C/C(=O)Nc2nc(C)c(C(=O)N(C)C)s2)cc1 | 0.4% | -6% | -11% | -3% | 5%
CCCOc1ccc(/C=C/C(=O)O)cc1OC | 0.3% | -14% | -5% | -1% | -4%
COc1ccccc1OCC(=O)NCCNC(=O)COc1ccccc1OC | 0.6% | 2% | 4% | 0% | -1%
O=C(CCc1ccccc1)NC1CCCc2ccccc21 (stereo not given) | 0.1% | 10% | 0% | 24% | 13%
Cn1c2ccccc2c2c(C(=O)N3CCC4(CC3)OCCO4)cn(C3CCCCC3)c(=O)c21 | 8.3% | 5% | 1% | 31% | -3%
CCC(C)(C)n1nnnc1C(c1ccncc1)N1CCC(Cc2ccccc2)CC1 (stereo not given) | 2.1% | 5% | 13% | 30% | 3%
O=C(Nc1ccccc1C(F)(F)F)c1ccsc1 | 0.4% | -8% | -8% | -10% | 1%
Cc1cc(=O)oc(C)c1C(=O)NCCC(C)C | 0.2% | 5% | 7% | -27% | 3%
Cc1ccc(-c2c[n+](=O)c3c(n2[O-])CCC3)cc1 | 2.6% | -1% | -21% | -4% | -5%
Cc1cc(=O)[nH]c2c1c(-c1ccccc1)nn2C | 2.7% | -2% | -1% | 7% | -3%
COC(=O)COc1ccc(C2Nc3c(Cl)ccc(C(=O)O)c3C3C=CCC32)cc1 (stereo not given) | 0.5% | 7% | 7% | 1% | -6%
COCCn1nnnc1C(c1ccc(O)c(OC)c1)N1CCc2ccccc2C1 (stereo not given) | 1.3% | -10% | -4% | 44% | 5%
O=C(CCC(=O)NNC(=O)c1ccc([N+](=O)[O-])cc1)NCc1ccccc1 | 0.8% | 8% | -8% | 14% | 60%
COc1cc(/C=N/N2CCN(c3ccc(Cl)cc3)CC2)cc(OC)c1OC(C)=O | i | -1% | -13% | -6% | 6%
O=C(NC(=S)NCCN1CCOCC1)c1ccccc1Br | 2.0% | 2% | -4% | -29% | 3%
CO/N=C/C(=N\Nc1ccc(C)cc1)C(=O)c1ccc(OC)cc1 | 9.5% | 3% | 17% | 1% | 7%
Cc1ccc2cccc(NC(=S)NC(=O)c3ccccc3)c2n1 | 8.0% | -10% | 4% | 35% | ?

Looked up by compound from the entries so far, five records:
SMILES | inhibitors of VEEV | Salmonella PhoP GFP | H1N1 NS1A inhibition | tuberculosis growth | M. tuberculosis HTS | others
O=C(NC(=S)NCCN1CCOCC1)c1ccccc1Br | 2.0% | 2% | -4% | -29% | 3%
COCCn1nnnc1C(c1ccc(O)c(OC)c1)N1CCc2ccccc2C1 (stereo not given) | 1.3% | -10% | -4% | 44% | 5%
Cc1ccc(-c2c[n+](=O)c3c(n2[O-])CCC3)cc1 | 2.6% | -1% | -21% | -4% | -5%
Cc1ccc2cccc(NC(=S)NC(=O)c3ccccc3)c2n1 | 8.0% | -10% | 4% | 35% | ?
COC(=O)COc1ccc(C2Nc3c(Cl)ccc(C(=O)O)c3C3C=CCC32)cc1 (stereo not given) | 0.5% | 7% | 7% | 1% | -6%

The list goes on:
SMILES | inhibitors of VEEV | Salmonella PhoP GFP | H1N1 NS1A inhibition | tuberculosis growth | M. tuberculosis HTS | others
Cn1nc(C(F)(F)F)c(/C=N/OCc2c(Cl)cccc2Cl)c1Cl | i | 6% | -1% | -1% | 3%
O=c1ccc2cc3c4c(c2o1)CCCN4CCC3 | 9.9% | -29% | -9% | -1% | 4%
CCCc1[nH]n(-c2nc3ccccc3s2)c(=O)c1C=NCC(C)C | 10% | -1% | 5% | 21% | 51%
COc1ccc(NC(=S)NC(=O)CC(C)C)c(OC)c1 | 0.3% | 15% | -9% | 31% | 7%
Cc1cc(SCC(=O)N(C)C2CCCCC2)nc2ccccc12 | 0.2% | · | -4% | 49% | -5%
NC(=O)c1cc2nc(-c3ccco3)cc(C(F)(F)F)n2n1 | 0.5% | -3% | 0% | 5% | 5%
CCS(=O)(=O)N1CCC(C(=O)NCCCOC)CC1 | 1.6% | -10% | -2% | -1% | -2%
Cc1ccc(N2CC(C(=O)NCCS(=O)(=O)N3CCN(c4ccccc4)CC3)CC2=O)cc1C (stereo not given) | 1.7% | 5% | -9% | 6% | -2%
CN(C)S(=O)(=O)c1ccc(NC(=O)CCNC(=O)c2ccc([N+](=O)[O-])cc2)cc1 | 2.2% | 13% | 12% | -8% | 2%
COc1ccc(N2C(=O)CC(SCc3ccc(Cl)cc3)C2=O)cc1 (stereo not given) | 1.7% | -1% | -3% | 16% | 14%
O=C(NC1CCCCC1)N(Cc1cc2cc3c(cc2[nH]c1=O)OCCO3)C1CCCCC1 | 2.1% | -9% | 19% | 5% | 15%
COc1cc(NS(=O)(=O)c2ccc(NC(=O)c3ccc(S(=O)(=O)N4CCCC4)cc3)cc2)ncn1 | · | 6% | · | -8% | -7%
CC(=O)C1=C(C)N(CC2CC2)C(=O)N[C@H]1c1ccccc1 | 0.8% | -4% | -4% | -1% | -8% | inhibitors of VEEV 10K pilot screen=0.4
CCOc1ccc(S(=O)(=O)N2CCN(C(=O)c3ccccc3Cc3ccccc3)CC2)cc1 | i | 2% | -1% | 2% | 4%
COc1ccc(CNCC(O)COc2ccc(C(C)(C)c3ccccc3)cc2)cc1 (stereo not given) | i | 21µM* | 11% | ? | ?
COc1ccc(CCNc2nc(N3CCOCC3)nc(N3CCOCC3)n2)cc1OC | 11% | -9%&9% | 3% | 12% | -5%
Cc1ccccc1CN(c1ccc(C(=O)NCc2cccnc2)cc1)S(C)(=O)=O | 0.1% | 5% | -10% | 0% | -4%
COc1ccc(OCC(O)CN(CC(O)COc2ccc(OC)cc2)c2cccc(O)c2)cc1 (stereo not given) | 8.3% | -34% | -2% | 26% | 4%
CC(C)(C)n1nc2c(c1NC(=O)COc1ccc(F)cc1)CS(=O)(=O)C2 | 2.3% | -8% | -10% | -3% | -4%
CCOC(=O)c1ccccc1NC(=O)CSc1nnc(Cc2cccn2C)n1-c1ccc(C)cc1 | i | -9% | 9% | 11% | -4%
Cc1ccc(NC(=O)C2CC2c2ccccc2)c([N+](=O)[O-])c1 (stereo not given) | 1.7% | -2% | 1% | 57% | -6%
CCOc1ccc(OCCOc2ccc(/C=C/C(=O)O)cc2OCC)cc1 | 1.4% | 3% | -4% | 49% | 9%
Cc1ccc(C(=O)NCCN2C3=NC[C@H](C)N3C[C@H]2Cc2ccc(O)cc2)cc1Br | 1.6% | 4% | 2% | 34% | -1%
O=C(NCC(c1ccco1)N1CCCCC1)c1ccc2c(c1)S(=O)(=O)c1ccccc1C2=O (stereo not given) | 6.3% | 0% | 20% | 51% | 4%
